ABHD5 PLIN5 PPI: inhibitors of human ABHD5-perilipin-5 interaction; Q00G26+Q8WTS1; Split G. princeps luciferase complementation, luminescence, 4 h; inhibition, % at 4 µM; actives 0.78% (n = 360,000); AID 602281;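 active = inhibition above the mean inhibition across every tested compound plus 3 SD, cut at about 22% in these data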;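 note: 0% = DMSO only wells and the 100% control is not disclosed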
MC4R antag cAMP: human MC4R antagonism in cAMP assay. MC4R-expressing cells, MTII-stimulated cAMP, LANCE TR-FRET. inhibition, % at 6.5 µM. actives 0.48% (n = 360,000). AID 540295;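 active = inhibition above its plate's cutoff, the mean of tested wells on that plate plus 3 SD, cut at about 29% in these data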;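 note: 0% = Melanotan II alone and 100% = Melanotan II plus saturating MCL0020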
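System: U2OS-MC4R stable cell line; Technique: Eu-cAMP/anti-cAMP TR-FRET, emission 671 nm; Repeats: single well per compound; Also added: Melanotan II; Dosing: one concentration, 6.5 µM nominal; Schedule: 30-min compound, 1-h challenge, 1-h detection, room temperature.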
COUP-TFII inh: blocks human COUP-TFII nuclear receptor. P24468. inhibition, % at 8.6 µM. HEK293T NGFI-A luciferase reporter, luminescence. actives 0.7% (n = 370,000). AID 686940;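 active = inhibition above a per-plate cutoff, mean inhibition of test wells between control levels plus 3 SD, cut at about 38% in these data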;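 note: cells cotransfected with COUP-TFII expression vector driving the NGFI-A reporter; 0% = median of COUP-TF2 test wells and 100% = reporter-only cells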
NCOA3 inh: human NCOA3 inhibition; Q9Y6Q9; actives 0.17% (n = 360,000); HEK293 GAL4-SRC3 luciferase reporter, luminescence; inhibition, % at 3.6 µM;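 active = inhibition above a per-campaign cutoff, the mean of all compounds plus 3 SD, cut at about 60% in these data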;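 note: 0% = DMSO-treated cells and 100% = gossypol-treated cells at 36 µM; higher means less SRC3-driven luciferase light from the GAL4 reporter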
LMP1 NFkB inh: Epstein-Barr LMP1 NF-kappaB reporter inhibition | LMP1-induced NF-kappaB luciferase reporter cells, luminescence | inhibition, % at 12.5 µM | actives 0.69% (n = 350,000); in the data active = inhibition above about 41%;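 note: 0% = neutral control wells and 100% = reference inhibitor control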
NCOA2 inhibitor: inhibits human steroid receptor coactivator 2. Q15596. HEK293 GAL4-SRC2 luciferase reporter, luminescence. inhibition, % at 9 µM. actives 0.17% (n = 370,000). AID 651957;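 active = inhibition above the mean inhibition of all tested compounds plus 3 SD, set per campaign, cut at about 52% in these data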;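 note: 0% = DMSO treated cells and 100% = cells given Gossypol at 36 µM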
Target sequence (Q15596 whole entry, looked up, the tested form may be a part): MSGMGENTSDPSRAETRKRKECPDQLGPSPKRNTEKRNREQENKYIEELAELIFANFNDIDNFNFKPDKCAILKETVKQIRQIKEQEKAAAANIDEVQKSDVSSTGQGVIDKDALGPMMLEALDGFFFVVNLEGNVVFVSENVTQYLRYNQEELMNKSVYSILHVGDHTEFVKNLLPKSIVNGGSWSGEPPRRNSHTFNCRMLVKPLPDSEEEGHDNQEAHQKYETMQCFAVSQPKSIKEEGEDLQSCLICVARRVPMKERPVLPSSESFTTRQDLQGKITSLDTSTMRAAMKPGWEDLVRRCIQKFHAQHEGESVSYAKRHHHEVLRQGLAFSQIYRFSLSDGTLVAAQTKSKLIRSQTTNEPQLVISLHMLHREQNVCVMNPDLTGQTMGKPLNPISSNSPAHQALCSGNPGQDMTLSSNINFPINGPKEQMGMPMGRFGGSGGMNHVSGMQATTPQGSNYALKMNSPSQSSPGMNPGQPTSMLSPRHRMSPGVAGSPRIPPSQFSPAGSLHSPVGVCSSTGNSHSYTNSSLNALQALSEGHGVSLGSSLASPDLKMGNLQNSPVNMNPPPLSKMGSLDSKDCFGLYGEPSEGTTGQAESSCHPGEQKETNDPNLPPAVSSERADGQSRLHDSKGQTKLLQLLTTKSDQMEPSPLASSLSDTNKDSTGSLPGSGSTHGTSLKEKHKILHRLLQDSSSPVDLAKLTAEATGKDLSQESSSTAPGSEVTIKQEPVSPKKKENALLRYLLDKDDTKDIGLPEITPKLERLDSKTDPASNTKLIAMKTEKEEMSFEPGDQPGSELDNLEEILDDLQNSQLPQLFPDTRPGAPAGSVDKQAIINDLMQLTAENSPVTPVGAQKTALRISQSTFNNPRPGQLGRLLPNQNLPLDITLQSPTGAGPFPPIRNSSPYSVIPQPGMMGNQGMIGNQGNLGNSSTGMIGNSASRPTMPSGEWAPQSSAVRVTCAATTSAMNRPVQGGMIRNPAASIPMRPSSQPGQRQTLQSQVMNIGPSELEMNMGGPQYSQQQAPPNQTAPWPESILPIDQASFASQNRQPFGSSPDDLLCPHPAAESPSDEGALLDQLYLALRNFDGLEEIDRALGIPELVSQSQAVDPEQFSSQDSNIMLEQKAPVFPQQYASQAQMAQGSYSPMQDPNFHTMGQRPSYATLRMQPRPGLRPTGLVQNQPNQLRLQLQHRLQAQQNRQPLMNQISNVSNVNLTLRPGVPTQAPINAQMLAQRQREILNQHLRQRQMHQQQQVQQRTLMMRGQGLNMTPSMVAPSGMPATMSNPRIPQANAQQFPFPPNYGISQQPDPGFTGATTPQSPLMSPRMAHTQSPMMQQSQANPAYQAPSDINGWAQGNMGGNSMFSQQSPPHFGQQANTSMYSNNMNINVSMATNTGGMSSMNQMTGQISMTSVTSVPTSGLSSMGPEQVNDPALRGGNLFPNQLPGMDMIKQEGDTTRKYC
NCOA1 inh: inhibitors of human steroid receptor coactivator 1 (SRC1). inhibition, % at 3.6 µM. HEK293 GAL4-SRC1 luciferase reporter, luminescence. actives 0.12% (n = 360,000). Q15788;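 active = inhibition above the campaign mean plus 3 SD, with each screening campaign given its own cutoff, cut at about 60% in these data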;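 note: 0% = DMSO treated cells and 100% = gossypol at 36 µM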
MC4R ag barr: activates human MC4R beta-arrestin recruitment; U2OS MC4R beta-arrestin complementation, luminescence; percent of melanotan II response, DMSO zero; P32245; AID 540308; actives 0.98% (n = 360,000); activation, % at 8.9 µM;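 active = activation above a per-plate cutoff, the mean activation of sample wells on that plate plus 3 SD, cut at about 8% in these data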
NOD2 RIPK2 PPI: inhibitors of human NOD2-RIPK2 interaction. O43353. CHO BLA complementation NOD2-RIPK2, CCF4 ratio. inhibition, % at 4.98 µM. actives 0.38% (n = 360,000). AID 624267; in the data active = inhibition above about 21%;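 note: 0% = vehicle only and 100% = reference blocker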
TLR9-MyD88 block: TLR9-MyD88 interaction inhibition | Q9NR96+Q99836 | CHO BLA complementation TLR9-MyD88, CCF4 FRET ratio | inhibition, % at 4.98 µM | actives 0.21% (n = 340,000);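 active = inhibition above the mean over all tested compounds plus 3 SD, cut at about 21% in these data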;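 note: 0% = DMSO only wells and 100% = clavulanate BLA inhibitor control wells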
LRH-1 inv ag: inverse agonists of human LRH-1 (NR5A2); HEK293T StAR-luciferase reporter, LRH-1 transfected, 24 h; O00482; actives 0.13% (n = 360,000); AID 602396; inhibition, % at 3.6 µM;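 active = inhibition above the mean inhibition of all tested compounds plus 3 SD, cut at about 73% in these data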;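 note: 0% = DMSO wells and 100% = reporter-only cells lacking LRH-1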
* = called active by the depositor; x = not tested or not shown.

SMILES	ABHD5 PLIN5 PPI	MC4R antag cAMP	COUP-TFII inh	NCOA3 inh	LMP1 NFkB inh	NCOA2 inhibitor	NCOA1 inh	MC4R ag barr	NOD2 RIPK2 PPI	TLR9-MyD88 block	LRH-1 inv ag
COc1cc(C(=S)N2CCOCC2)cc(OC)c1OC(=O)c1ccccc1Cl	-3	6	-3	-9	-2	-10	6	-1.4	-4	-15	5
Cc1ccc(C)c(OCCC(=O)OCC(=O)Nc2ccc(Cl)cn2)c1	8	4	3	13	1	15	2	9.5*	0	2	0
O=C(CCc1ccccc1)N1CCCC(Nc2ccc(F)cc2)C1 (stereo unspecified)	-7	3	-26	9	-15	-45	17	-2.2	-7	4	-1
Cc1ccc(S(=O)(=O)N2CCN(C(=O)COC(=O)c3ccc(Cl)c(S(N)(=O)=O)c3)CC2)c(C)c1	-1	7	-1	5	6	-14	3	-1.1	5	6	-1
CCCCCCCCCC(=O)N/N=C(\C)c1cccnc1	0	5	-8	-5	0	-24	2	-2.8	6	-4	1
C(=N\n1cnnc1)/c1cccc(Oc2ccccc2)c1	1	11	5	-14	7	23	7	-2.8	0	4	-2
Cc1ccc(NC(=O)Cn2nnc(C(=O)NCc3ccco3)c2N)cc1	2	6	14	15	-3	-16	6	-1.8	-22	2	-1
Cc1noc(C)c1COc1ccc(C(=O)NCCc2ccc(S(N)(=O)=O)cc2)cc1	1	2	-3	-15	3	5	-1	-0.2	1	-17	30
OC[C@@H](O)[C@H](O)C(/C=N/Nc1ccccc1)=N\Nc1ccccc1	-3	-6	-16	0	-64	5	-10	-3.8	6	-8	1
CC1(c2cccc3ccccc23)NC(=O)N(CC(=O)NC2CCS(=O)(=O)C2)C1=O (stereo unspecified)	-5	8	-10	15	0	10	-2	-0.1	15	16	22
O=C(C1Cc2ccccc2CN1S(=O)(=O)c1cccs1)N1CCCCCC1 (stereo unspecified)	1	5	7	13	5	-31	13	-2.0	7	5	3
O=c1ccn([C@@H]2O[C@H](COS(=O)(=O)O)[C@@H](O)[C@H]2O)c(=O)[nH]1	1	-6	-11	-3	0	-18	8	0.5	-9	-1	34
O=C(c1ccco1)N1CCN(Cc2nc(Cc3ccccc3)no2)CC1	-4	-4	-4	16	5	-12	-6	-2.6	4	4	0
CCc1nnc(NC(=O)CCC(=O)N2CCN(S(=O)(=O)c3ccc(OC)cc3)CC2)s1	-9	-6	0	-5	-4	-39	-11	-0.8	-9	7	7
CN1CCN(CCCNC(=O)C2CC(=O)N(C3CCCCC3)C2)CC1 (stereo unspecified)	0	6	11	12	-2	-4	-7	-0.1	-18	9	0
Cc1ccc(C2CC(=O)C(C=NCCN3CCN(CC(=O)Nc4cc(C)cc(C)c4)CC3)=C(O)C2)cc1 (stereo unspecified)	-5	-2	0	8	6	-14	-2	-3.2	0	3	0
Cc1c(Cl)cccc1NC(=O)Nc1ccn(C)n1	-5	6	16	-7	0	-10	0	-1.0	-12	-6	6
CC(NC(=O)COC(=O)c1cccc(S(=O)(=O)N2CCCC2)c1)c1ccccc1 (stereo unspecified)	2	7	-3	9	5	-2	-12	-0.9	0	-12	8
COc1cc2nc(CN3CCOCC3)n(CC(=O)N3CCCCCC3)c(=O)c2cc1OC	5	8	0	7	-1	-22	2	1.9	5	3	5
C/C(=C\c1ccc(C(=O)O)cc1)c1ccc2c(c1)C(C)(C)CCC2(C)C	1	12	-5	-17	4	18	1	-1.5	-10	7	-130
CN(Cc1ccccc1)C(=O)COC(=O)CCNC(=O)c1ccccc1Cl	-4	-4	-7	27	-4	7	-7	-1.1	-3	6	-2
CCN(CC)CCNC(=O)c1ccc(NC(=O)c2ccc(F)cc2F)cc1	2	17	-3	14	-5	7	-10	1.5	1	-4	-3
Fc1ccc(CN2CCCN(Cc3nc(-c4ccc5c(c4)OCO5)no3)CC2)cc1	6	14	-8	8	7	0	-6	1.4	-7	3	11
COc1cc(SC)ccc1C(=O)Nc1ccccn1	-2	-3	-34	-84	28	-25	-119	-2.0	2	-12	-105
CCc1ccccc1OCC(=O)OCC(=O)N1CC(=O)Nc2ccccc21	4	-4	8	-27	-3	-7	-9	-1.2	8	12	9

Other structures.
SMILES	ABHD5 PLIN5 PPI	MC4R antag cAMP	COUP-TFII inh	NCOA3 inh	LMP1 NFkB inh	NCOA2 inhibitor	NCOA1 inh	MC4R ag barr	NOD2 RIPK2 PPI	TLR9-MyD88 block	LRH-1 inv ag
CCOC(=O)N1CCN(C(=O)c2noc3c2COc2ccccc2-3)CC1	-12	12	-9	-41	-21	-36	-55	-2.1	-9	1	-46
Cc1c(NC2=CC(=O)CCC2)c(=O)n(-c2ccccc2)n1C	-1	12	-6	2	7	-22	-8	-0.8	0	0	-12
COc1ccc2nc(NC(=O)Cc3ccc(OC)c(S(=O)(=O)N4CCOCC4)c3)sc2c1	2	14	-4	-13	3	-18	-31	0.5	1	3	-12
Cc1occc1-c1nnc(SCC(=O)N2CCCCC2)o1	6	1	7	-1	1	-13	-12	1.5	2	-2	-10
CC(=O)c1c(C)[nH]c(C(=O)N2CCN(c3ccccn3)CC2)c1C	8	10	14	-6	2	-31	7	-0.9	0	12	2
CCCCCOc1cccc(C2C(C(=O)c3cccs3)=C(O)C(=O)N2CCN2CCOCC2)c1 (stereo unspecified)	-1	1	25	-8	-2	2	-5	1.7	3	1	-7
O=S(=O)(NCC1CCCO1)c1cc(Cl)ccc1Br (stereo unspecified)	-1	1	1	3	6	6	-8	0.4	8	-1	-5
CCN(C(=O)COC(=O)c1ccc(Cl)nc1)C1CCS(=O)(=O)C1 (stereo unspecified)	8	-9	0	7	-2	-16	16	-3.8	-4	-5	0
CCOC(=O)c1c(NC(=O)C2COc3ccccc3O2)sc2c1CCN(Cc1ccccc1)C2 (stereo unspecified)	-7	2	1	11	-3	-2	9	0.0	-13	1	10
CC(C)c1cc(C(N)=O)c(NC(=O)C2CCC2)s1	-8	16	1	10	6	13	6	0.4	-6	1	0
CN(C)CCCNC(=O)c1cccc(-c2ccc3nccn3c2)c1	1	-3	7	-3	x	-8	-14	-2.4	-4	x	12
C[N+](C)(C)CCOc1ccc([N+](=O)[O-])cc1	0	-10	22	21	0	-8	-9	-5.0	-14	-2	-8
Cc1cc(C)cc(C(=O)NN2CCN(C)CC2)c1	-3	2	-26	12	1	-7	-6	-1.1	-16	-7	3
COc1cc(C(=O)N/N=C(\Cc2ncc[nH]2)c2ccccc2)cc(OC)c1OC	6	-11	-83	18	10	22	-1	-3.2	13	-8	28
COc1ccc(C(=O)NC2CCSc3ccccc32)cc1 (stereo unspecified)	-6	-2	1	12	-1	-10	-27	-0.5	-5	7	2
C[C@H](CO)N1C[C@H](C)[C@@H](CN(C)C(=O)c2ccc3c(c2)OCO3)Oc2cc(/C=C/c3ccccc3)ccc2S1(=O)=O	4	8	6	20	0	8	10	-1.9	-4	3	9
COC(=O)CNC(c1ccccc1)c1cc(Br)ccc1NC(=O)OCc1ccccc1 (stereo unspecified)	-10	3	1	8	0	5	-10	-1.5	5	-1	8
CCn1c(COc2ccccc2OC)nnc1SCC(=O)NC1CCCC1	-8	10	-6	0	-4	22	16	-0.4	-5	-6	1
C/C(=C\C(=O)O)CC(=O)O	-2	1	1	-12	2	-8	-6	-0.3	6	1	3
O=C(COC(=O)c1ccc(O)cc1O)c1ccc2c(c1)OCCO2	2	-1	-10	10	9	-20	-20	-1.8	-5	-6	-10
CCOC(=O)C1=CN(CC)S(=O)(=O)NC1c1ccccc1 (stereo unspecified)	2	11	17	-7	-5	-6	-15	-0.6	6	-1	-16
Cc1c(NC(=O)C(=O)N/N=C/c2cccs2)c(=O)n(-c2ccccc2)n1C	4	-5	-3	-4	1	3	8	0.0	0	2	-1
Cc1ccccc1-n1nc2c(c1NC(=O)c1cccc(F)c1)CS(=O)C2 (stereo unspecified)	0	17	-7	12	-7	1	-5	1.6	5	5	-19
COC(=O)C1=C(C)N=C2SCCC(=O)N2C1c1ccc(OC(=O)c2ccco2)cc1 (stereo unspecified)	8	-3	-18	2	2	8	-3	0.8	3	3	5
COc1cc(S(=O)(=O)NCCCN2CCOCC2)ccc1-n1cnnn1	-3	-1	9	6	4	8	5	-1.9	-6	-1	-7

Other structures
SMILES	ABHD5 PLIN5 PPI	MC4R antag cAMP	COUP-TFII inh	NCOA3 inh	LMP1 NFkB inh	NCOA2 inhibitor	NCOA1 inh	MC4R ag barr	NOD2 RIPK2 PPI	TLR9-MyD88 block	LRH-1 inv ag
CCOc1cccc(C(=O)Nc2ccccc2C(=O)N2CCN(C)CC2)c1	-14	10	8	-8	1	9	-3	-0.1	-6	0	-20
CCS(=O)(=O)N1CCN(S(=O)(=O)c2ccccc2)CC1	8	6	-3	12	-1	-6	10	0.9	-1	3	16
O=C(CSc1nc(-c2ccccc2)c(-c2ccccc2)[nH]1)NCc1ccco1	-8	7	-1	16	-1	6	9	2.7	-11	-13	12
CCOC(=O)C1CCCN(C(=O)c2cccc(OC(F)(F)F)c2)CC1 (stereo unspecified)	-4	1	3	-20	x	-17	12	-1.5	-9	x	-4
O=C(NC(=S)NNS(=O)(=O)c1ccccc1)c1cccnc1	-5	-8	4	7	-1	5	-11	-1.5	-7	5	2
CC1Sc2ccc(S(=O)(=O)N3CCC(C(=O)N(C)Cc4ccccc4)CC3)cc2NC1=O (stereo unspecified)	2	6	27	16	7	-23	16	-2.4	3	6	10
NCCCCCc1nnc(SCc2ccc(Cl)c(Cl)c2)o1	4	0	-14	5	-1	-1	-5	0.6	6	1	6
C#CCOC(=O)CCC(=O)NCCc1ccccc1	-2	-1	1	8	-5	-25	-5	-1.2	8	-5	-7
Cc1ccc(NC(=O)c2ccc3c(c2)nnn3C)cc1	2	4	-10	-23	-5	-45	-49	-1.4	-8	2	-59
COc1ccc(N2CCN(c3cc(C)c4ccccc4n3)CC2)cc1	0	-2	-14	12	10	-5	-38	16*	0	-1	-19
CCC(CC)C(=O)Nc1cccc(C(=O)Nc2nccs2)c1	4	3	-2	10	2	2	9	-0.2	-5	2	-5
Cc1cc(CSc2ccccc2C(=O)O)on1	-5	9	2	2	-11	1	3	1.6	-1	-1	-14
Cc1[nH]c2ccc(C(=O)N3CCN(c4ccccn4)CC3)cc2c1C	-1	3	7	-2	1	4	-9	-2.4	4	4	-1
CC(=O)Nc1ccc(Sc2ccccc2C(=O)O)c(C(=O)O)c1	6	21	-17	-3	0	-23	1	2.8	11	-4	-8
O=S(=O)(c1ccc(NC(=S)NN=C(Cc2ccccc2)Cc2ccccc2)cc1)N1CCOCC1	-14	5	-9	8	-3	9	0	-2.7	-15	1	-14

Assay outcomes deposited in PubChem by several laboratories.

Only part of the results is shown. The share of hits here may be higher or lower than overall.
